Screening data as filed in PubChem.
TbREL1 primary – TbREL1 RNA ligase inhibitors, primary screen, biochemical, FRET fluorescence. TbREL1 RNA ligation. AID 1117264, 2014. inhibition, % at 9.66 µM. hit rate 0.49% among 89,000. RNA-editing ligase 1, mitochondrial (Trypanosoma brucei brucei), P86926;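 active = inhibition above the mean inhibition across all screened compounds plus 3 SD, cut at about 11% in these data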;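 also: 0% = plate median of test wells and 100% = NSC42067 control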
Target sequence (P86926 whole entry, looked up): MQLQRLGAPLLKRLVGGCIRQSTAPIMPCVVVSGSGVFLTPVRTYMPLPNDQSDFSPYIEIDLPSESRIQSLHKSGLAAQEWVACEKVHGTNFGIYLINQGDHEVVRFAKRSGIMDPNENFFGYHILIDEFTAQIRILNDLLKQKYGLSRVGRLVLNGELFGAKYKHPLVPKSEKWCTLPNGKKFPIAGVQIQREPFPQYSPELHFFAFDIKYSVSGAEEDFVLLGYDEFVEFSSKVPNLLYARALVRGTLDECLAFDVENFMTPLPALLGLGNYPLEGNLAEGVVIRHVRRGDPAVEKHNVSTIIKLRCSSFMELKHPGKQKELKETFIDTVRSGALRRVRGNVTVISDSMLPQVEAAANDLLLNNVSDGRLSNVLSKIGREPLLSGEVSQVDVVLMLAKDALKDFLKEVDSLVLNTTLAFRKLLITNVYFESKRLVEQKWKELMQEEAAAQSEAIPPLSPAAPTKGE
Starred values were filed as active, the others as inactive.

SMILES | TbREL1 primary
CCCn1ccc(O)c(Cc2ccc(Cl)cc2)c1=O | -1
CN1OC[C@@H]2CN3C(=O)N(c4ccccc4)c4ccccc4[C@@H]3C[C@@H]21 | -1
COc1ccc(Nc2oc(COc3ccc(OC)cc3)nc2C#N)cc1 | 1
Cc1c2ccccc2nc2c(F)c(N(C)C)c(F)c(F)c12 | -2
CC1CN(C(C)C(=O)NNC(=O)c2ccc(F)cc2)CC(C)O1 (stereo not given) | 5
O=C1NC[C@H](c2ccccc2)OC(=O)[C@H](Cc2ccc(F)cc2)CC/C=C/C[C@@H]1CC(=O)N(CCO)Cc1ccccc1 | -3
O=C(Nc1nc(-c2ccccn2)cs1)C1CC1 | 3
COc1ccccc1NC(=O)CCNC(=O)c1ccc(C)cc1 | 1
O=C(O)CCN1C(=O)/C(=C/c2cccc(OCc3ccc(F)cc3)c2)SC1=S | -3
Cc1cc(CNC(=O)CC2C(=O)NCCN2Cc2ccc(-c3ccccc3)cc2)nn1C (stereo not given) | -3
CN(C)S(=O)(=O)c1cccc(C(=O)N/N=C\c2ccc(-c3ccccn3)cc2)c1 | 2
O=C(Nc1ccc2c(c1)OCCO2)C(C1CC1)N1CCC(Cc2ccccc2)CC1 (stereo not given) | -3
COc1ccccc1OCCNC(=O)CN1C(=O)NC2(CCCCC2)C1=O | -1
CC(NC(=O)c1ccc(Br)o1)C1CC2CCC1C2 (stereo not given) | -1
COc1ccc(/C=N/NS(=O)(=O)c2ccc(C)cc2)cc1OC(=O)c1ccc(C)cc1 | -1
CCn1c(SCC(=O)Nc2ccccc2C)nc2nc3c(cc2c1=O)COC(C)(C)C3 | -1
Cc1ccc(-c2cc(C#N)c3n(c2=O)CCC3)cc1 | 8
OCCN1CCN(C(=S)c2ccc(Cl)c(Cl)c2)CC1 | -2
CCOc1ccc(OCC(=O)OCC(=O)N2CCN(S(=O)(=O)c3ccc(C)cc3C)CC2)cc1 | 0
COc1ccc(C2CCCN2C(=O)c2cccs2)cc1 (stereo not given) | 1
CC(C)c1ccc(S(=O)(=O)/N=C2\C=C(NS(=O)(=O)c3ccccc3)C(=O)c3ccccc32)cc1 | -3
O=C(CC1SCCNC1=O)Nc1cccc([N+](=O)[O-])c1 (stereo not given) | -1
COc1ccc(N(CC(=O)N2CCN(c3ccc(F)cc3)CC2)S(=O)(=O)c2c(C)n[nH]c2C)cc1 | -3
Cc1ccc(C(c2c(C)n(C)n(-c3ccccc3)c2=O)c2c(C)n(C)n(-c3ccccc3)c2=O)s1 | -1
CC(C)C(C(=O)C=[N+]=[N-])N1C(=O)c2ccccc2C1=O (stereo not given) | 3
Carrying on:
SMILES | TbREL1 primary
CC(=O)c1ccc(-c2c(CCO)sc3ccccc23)cc1 | 0
Cc1ccc(-c2cc(C(=O)N3CCN(C(=O)c4ccco4)CC3)[nH]n2)c(C)c1 | -2
Cn1c(OCc2cccnc2)nc2c1c(=O)n(Cc1ccccc1)c(=O)n2C | -4
COc1ccc(NS(=O)(=O)c2ccc(N3CCOCC3)c(NC(=O)c3cccc(F)c3)c2)cc1 | 1
COc1ccc(NC(C)=[N+](C)CCNS(=O)(=O)c2ccc(Cl)cc2)cc1Cl | -5
COc1ccc(-n2nc(C(=O)NCC(=O)N3CC(C)CC(C)C3)c3ccccc3c2=O)cc1OC (stereo not given) | -2
Cc1ccccc1S(=O)(=O)c1c(C)cc(C)n(C(C)C)c1=O | 0
Nc1ccccc1Sc1ccc(C(=O)c2ccccc2C(=O)O)cc1[N+](=O)[O-] | -1
COc1cc(O)c(C(CCN2CCOCC2)c2ccc3c(c2)OCO3)c(OC)c1 (stereo not given) | -2
O=C(Nc1ccon1)c1csc2ccccc12 | 5
O=C(Nc1nc(-c2ccc(F)cc2)cs1)C1CCCO1 (stereo not given) | 6
CN1CCN(C(=O)c2ccc(CS(=O)(=O)c3c(Cl)cccc3Cl)o2)CC1 | 0
CCOc1ccc(NC(=O)CN2C(=O)NC(C)(c3ccc(OC(F)F)cc3)C2=O)cc1 (stereo not given) | -4
COc1ccc(/C(O)=C2/C(=O)C(=O)N(CCCN3CCOCC3)C2c2ccc(C)cc2)cc1 (stereo not given) | -8
CN(Cc1ccco1)C(=O)CSc1nn2c(=O)c(C(C)(C)C)nnc2s1 | 0
CCN(CC)CC(=O)Nc1ccc2c(c1)Nc1ccccc1CC2 | -3
Cc1cc(=O)oc2cc(OCC(=O)N3CCCC3)ccc12 | -2
CC(=O)c1cccc(NC(=O)c2ccc(-c3ccccc3[N+](=O)[O-])o2)c1 | 2
Cc1nc(SC(C(=O)c2ccccc2)c2ccccc2)n[nH]1 (stereo not given) | -1
CC(=O)c1ccc(N(C)C)c2c(N(C)C)cccc12 | -1
Cc1ccc(-c2cc(N)n3nc(-c4ccc(C)cc4)cc3n2)cc1 | 0
CC(C)n1c(C(=O)OCC(=O)NCc2ccc3c(c2)OCO3)cc2occc21 | -3
COc1cccc(NC(=O)c2ccccc2OCc2c(C)noc2C)c1 | -1
CC(C)(C)c1cnnn1-c1ccc(NC(=O)c2ccc(Br)o2)cc1 | -2
CCNC(=S)N/N=C/c1ccc(OCc2ccc(C(=O)OC)cc2)cc1 | 4
Next compounds follow:
SMILES | TbREL1 primary
COc1ccc(/C=C(\NC(=O)c2ccc(OC)c(OC)c2)C(=O)NCCc2c[nH]c3ccccc23)cc1 | -4
Cc1ccc(CNc2ccc(N3CCN(C)CC3=O)cc2)cc1 | -4
COc1ccc(NC(=O)CN2CCC3(O)CCCCC3C2c2ccccc2OC)cc1 (stereo not given) | -5
Cn1c(=O)n(C)c2cc(NC(=O)CCc3ccccc3)c(Br)cc21 | -2
Nn1c(SCc2ccccc2F)nnc1-c1ccccn1 | 0
Cn1c(SCC(=O)N/N=C/C=C\c2ccco2)nc2ccccc21 | 1
Cc1ccc(-c2nn(-c3ccccc3)cc2C(=O)NCC2CCCO2)cc1 (stereo not given) | -1
COc1ccc(C(C(=O)NC2CCCCC2)N(C(=O)c2cccs2)c2ccc3c(c2)OCO3)cc1 (stereo not given) | -3
C=C1CCN([C@@H](Cc2ccccc2)C(=O)NCc2ccccc2)S(=O)(=O)c2ccccc21 | -1
O=C(CN1C(=O)c2ccccc2C1=O)OCC(=O)N1CCCCC1 | -3
O=C(NN=C/C=C/c1ccco1)c1cc(-c2ccc(Cl)cc2)n[nH]1 | -1
CCCc1cc(=O)[nH]c(SCC(=O)Nc2cccc3ccccc23)n1 | 3
Cc1ccc(-c2c(C)n([O-])c3c([n+]2=O)CCCC3)o1 | 1
CS(=O)(=O)N(CC(=O)NC1CC1)c1cccc(F)c1 | 5
O=S(=O)(c1ccc(OCC(O)CN2CCN(c3ccccc3)CC2)cc1)N1CCOCC1 (stereo not given) | -1
CCOC(=O)c1ccc(NC(=O)Cn2nnc(-c3ccccc3)n2)cc1 | 2
Cc1ccc(NC(=O)CN(C)C(=O)Cc2ccccc2F)cc1 | 1
Cc1cc(NC(=O)c2cc(C(C)C)on2)nn1Cc1ccc(Cl)cc1 | -2
CCOCCCn1c(SCC(=O)/C(C#N)=C(\C)N)nc2ccccc2c1=O | -1
Cc1ccc(S(=O)(=O)N2CCN(C(=O)COC(=O)c3c(C)noc3C)CC2)c(C)c1 | 0
CC(C)C[C@H](NC1(C(=O)NC2CCCCC2)CCCCC1)C(=O)NCC(c1ccccc1)c1ccccc1 | -1
O=C(CCN1C(=O)C2CC=CCC2C1=O)Nc1cccc(S(=O)(=O)N2CCCCC2)c1 (stereo not given) | -1
CCOc1ccc(NC(=S)NC(=O)c2c(Br)cnn2C)c([N+](=O)[O-])c1 | -2
Cc1ccc(S(=O)(=O)N(C)C)cc1NC(=O)[C@H](Cc1ccccc1)N1C(=O)c2ccccc2C1=O | -1
CC1(C)OC(=O)C(=Cc2ccc(-c3ccc(S(N)(=O)=O)cc3)o2)C(=O)O1 | 7

Reformatted with values ahead of the structure: 2 of the compounds above.
TbREL1 primary | canonical_smiles
-1 | Cc1ccc(-c2nn(-c3ccccc3)cc2C(=O)NCC2CCCO2)cc1 (stereo not given)
-3 | COc1ccc(C(C(=O)NC2CCCCC2)N(C(=O)c2cccs2)c2ccc3c(c2)OCO3)cc1 (stereo not given)

Continuation:
SMILES | TbREL1 primary
CC(Sc1nnc(Cc2cccs2)n1C)C(=O)Nc1ccc(C(N)=O)cc1 (stereo not given) | -1
COc1cccc(CN2CCCC(N3CCc4ccccc4C3)C2)c1O (stereo not given) | 0
Fc1ccc(OCc2nc(-c3cccs3)no2)cc1 | 1
COCc1cc(=O)[nH]c(Nc2nc(C)c3ccccc3n2)n1 | 2
CCc1ccc(NC(=O)CCCN2C(=O)C3CC=CCC3C2=O)cc1 (stereo not given) | -3
Cc1nc(-[n+]2nc(-c3ccncc3)nn2-c2ccccc2)sc1C | 9
COc1ccc(C(C)=O)cc1Cn1c(C)c(C(=O)NCc2ccc(C(C)C)cc2)sc1=O | -4
CCN(CC)CC(O)CCCCCCCCC(=O)OC (stereo not given) | -2
CCOC(=O)c1sc(NC(C)=O)cc1C | 2
CCCCn1nnnc1C(c1ccccc1)N1CCN(c2ccccc2OC)CC1 (stereo not given) | 0
CCC(=O)N(Cc1cc2cc(OC)ccc2[nH]c1=O)c1ccc(C)cc1C | 1
CCCS(=O)(=O)N1CCCC(c2nc(-c3cccc(OC)c3)no2)C1 (stereo not given) | -2
Cc1ccc(Nc2nc(C(=O)N3CCC(C(=O)NCc4ccccc4)CC3)cs2)cc1 | -4
COCc1cc(C)nc(OCC(=O)N/N=C\c2cc(C)n(-c3cccc(C(F)(F)F)c3)c2C)c1C#N | -4
Cc1ccc(-n2c(N)c(C#N)c(-c3ccc(Cl)cc3)c(C#N)c2=O)cc1 | 0
c1ccc(C(c2nnnn2C2CCCC2)N2CCN(c3ccccc3)CC2)cc1 (stereo not given) | -1
C=C(C)c1sc(-c2ccc(Cl)cc2)nc1C | -1
CC12CCC(c3c1nc1ccccc1[n+]3[O-])C2(C)C (stereo not given) | 0
CCOC(=O)N1CCN(C(=O)C[C@H]2C[C@@]3(C(=O)OC)C(=C[C@H](C(C)C)O[C@@H]3C3CC3)N(CCc3ccc(OC)c(OC)c3)C2=O)CC1 | -1
CCc1ccc(OCC(=O)OC(C)C(=O)NC2CC2)cc1 (stereo not given) | 0
Cc1c(C(=O)NCC2CCCO2)oc2ccc(S(=O)(=O)N3CCCCC3)cc12 (stereo not given) | -1
COc1ccc(NC(=O)C2CCCN2C(=O)NCc2ccccc2)cc1 (stereo not given) | 3
CCSc1ncnc2c1oc1ccccc12 | 3
COc1cc2c3c(c1)c(C1=NC(=S)NC1=O)c(O)n3C(C)(C)C=C2C | -1
COCCCNC(=O)C[C@@H]1C[C@@]2(C(=O)OC)CC(C)(C)CC=C2N(Cc2ccco2)C1=O | -4

Three successive compounds already listed, quoted:
SMILES | TbREL1 primary
CC(Sc1nnc(Cc2cccs2)n1C)C(=O)Nc1ccc(C(N)=O)cc1 (stereo not given) | -1
COc1cccc(CN2CCCC(N3CCc4ccccc4C3)C2)c1O (stereo not given) | 0
Fc1ccc(OCc2nc(-c3cccs3)no2)cc1 | 1

The list goes on.
SMILES | TbREL1 primary
CCOc1cc(S(=O)(=O)N(CC)CC)ccc1F | 1
CCO[C@@H]1OC(C(=O)NC2CC2)=C[C@H](c2ccc(Br)cc2)[C@H]1CCCO | 5
COc1ccc(C(c2nnnn2CCc2ccccc2)N2CCN(C3CCCC3)CC2)cc1OC (stereo not given) | 0
Cc1ccc(N2CC(C(=O)Nc3cccc(C(=O)NC4CC4)c3)CC2=O)cc1 (stereo not given) | -2
O=C1C(C=NCC2CCCO2)=C(O)c2ccccc21 (stereo not given) | 0
COc1ccc(-n2c(Cc3cccn3C)nnc2SCC(=O)NCc2ccccc2Cl)cc1 | -6
COc1cccc(-c2ncc3ccccc3c2COC(=O)N2CCCCC2)c1 | 0
COc1ccc2cc(/C=N/NC(=O)CN(c3ccccc3C)S(=O)(=O)c3ccccc3)c(Cl)nc2c1 | 2
O=C(COC(=O)/C=C/c1cccc(C(F)(F)F)c1)NCCN1C(=O)CSC1=O | 1
O=C(CCN1CCCC1=O)NC1CCCc2c1cnn2-c1ccc(F)cc1F (stereo not given) | 1
O=C(CNc1cccc(S(=O)(=O)N2CCCC2)c1)Nc1ccc(C(F)(F)F)cc1 | 2
Cc1cc(/C=C2\C(=N)N3N=C(C(C)C)SC3=NC2=O)c(C)n1-c1ccccc1 | 6
O=C(NC(=S)Nc1ccc(S(=O)(=O)Nc2nccs2)cc1)c1cccnc1 | -1
Cc1ccc(Cl)cc1N1CCN(C(=O)CCC(=O)O)CC1 | 1
CCOC(CNC(=O)CCc1c(C)nc2nc(C)nn2c1C)OCC | 1
CCOc1ccccc1C(=O)NCCCN1CCN(CCCNC(=O)c2ccccc2OCC)CC1 | -1
O=C(COc1ccc(S(=O)(=O)N2CCOCC2)cc1Cl)NCC1CCCO1 (stereo not given) | -2

By substructure: the compounds so far containing a nitro group on carbon.
SMILES | TbREL1 primary
O=C(CC1SCCNC1=O)Nc1cccc([N+](=O)[O-])c1 (stereo not given) | -1
Nc1ccccc1Sc1ccc(C(=O)c2ccccc2C(=O)O)cc1[N+](=O)[O-] | -1
CC(=O)c1cccc(NC(=O)c2ccc(-c3ccccc3[N+](=O)[O-])o2)c1 | 2
CCOc1ccc(NC(=S)NC(=O)c2c(Br)cnn2C)c([N+](=O)[O-])c1 | -2

6 records picked at random from the list so far:
SMILES | TbREL1 primary
CCOc1ccccc1C(=O)NCCCN1CCN(CCCNC(=O)c2ccccc2OCC)CC1 | -1
O=C(CNc1cccc(S(=O)(=O)N2CCCC2)c1)Nc1ccc(C(F)(F)F)cc1 | 2
O=C(CCN1CCCC1=O)NC1CCCc2c1cnn2-c1ccc(F)cc1F (stereo not given) | 1
O=C(NC(=S)Nc1ccc(S(=O)(=O)Nc2nccs2)cc1)c1cccnc1 | -1
Cc1ccc(N2CC(C(=O)Nc3cccc(C(=O)NC4CC4)c3)CC2=O)cc1 (stereo not given) | -2
COc1ccc2cc(/C=N/NC(=O)CN(c3ccccc3C)S(=O)(=O)c3ccccc3)c(Cl)nc2c1 | 2

Not all compounds are listed (hit frequency here may not be typical).
